# Compound activity: PubChem, National Center for Advancing Translational Sciences (NCATS)
# PTAP TSG101 blk: blocks PTAP/TSG101 interaction to inhibit HIV-1 budding; Fluorescence polarization, FITC-PTAP peptide / Tsg101 binding; Q99816; Potency, µM (titrated, usually from 115 µM), for the others: at the highest dose activity change, negative = inhibition, usual class: inhibitors; 340,000 tested, under 10 active; active = well fitted inhibition curve with a large enough effect in the main read-out, with a control signal flat, not every such curve was filed as active; inconclusive = small, poorly fitted or top-dose-only effect, or effect the other way, or a change in a side signal; inactive = no such curve, though single readings can be large or run the other way; note: potency is the fitted concentration of half-maximal effect; % of control where 0% means no effect
# Target sequence (Q99816 whole entry, looked up): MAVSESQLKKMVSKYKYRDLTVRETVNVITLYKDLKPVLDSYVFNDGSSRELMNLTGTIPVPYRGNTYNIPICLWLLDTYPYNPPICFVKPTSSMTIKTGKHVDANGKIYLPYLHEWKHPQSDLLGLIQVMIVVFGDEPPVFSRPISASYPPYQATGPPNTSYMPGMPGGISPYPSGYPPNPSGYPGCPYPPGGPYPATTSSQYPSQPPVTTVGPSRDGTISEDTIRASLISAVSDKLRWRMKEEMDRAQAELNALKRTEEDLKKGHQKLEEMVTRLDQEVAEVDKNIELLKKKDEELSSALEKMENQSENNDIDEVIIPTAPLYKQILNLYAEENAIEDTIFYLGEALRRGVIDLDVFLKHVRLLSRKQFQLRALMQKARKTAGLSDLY
#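 Fluorescence anisotropy tracks displacement of a FITC-tagged PTAP peptide (50 nM) from the Tsg101 binding domain (10 uM), following a 20 min room-temperature incubation at pH 7.5.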
# TSHR antag: human thyrotropin receptor antagonism; P16473; TSHR-expressing cells, TSH-stimulated cAMP HTRF, 2 h; stronger effect = lower value; activity change, negative = inhibition, % at 11.5 µM; hit rate 0.2% among 330,000; AID 504810;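 active = activity change below a set negative limit, meaning inhibition stronger than a set level, cut at about -70% in these data; inconclusive = activity change between two set negative limits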; note: % is set by controls: 0 for no effect and ±100 for the full control effect
#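 TSHR-expressing cells were treated with compounds, then stimulated with TSH at EC80 (4nM final) for 2 hours at 37 deg C. Cellular cAMP was measured by HTRF competition between lysate cAMP and cAMP-d2 for a cryptate-labelled anti-cAMP antibody.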
# Tb PFK block: inhibitors of T. brucei phosphofructokinase. hit rate 0.17% among 330,000. O15648. Potency, µM (series often up to 57.5 µM), for the others: top-dose activity, negative = inhibition, usual class: inhibitors. T. brucei PFK, ADP-Glo luminescence;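 note: potency is the fitted concentration of half-maximal effect; 0% = uninhibited 1x PFK enzyme wells and -100% = no-enzyme wells; nearly all actives have a fitted effect of over 60% in size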
# Target sequence (O15648 whole entry, looked up): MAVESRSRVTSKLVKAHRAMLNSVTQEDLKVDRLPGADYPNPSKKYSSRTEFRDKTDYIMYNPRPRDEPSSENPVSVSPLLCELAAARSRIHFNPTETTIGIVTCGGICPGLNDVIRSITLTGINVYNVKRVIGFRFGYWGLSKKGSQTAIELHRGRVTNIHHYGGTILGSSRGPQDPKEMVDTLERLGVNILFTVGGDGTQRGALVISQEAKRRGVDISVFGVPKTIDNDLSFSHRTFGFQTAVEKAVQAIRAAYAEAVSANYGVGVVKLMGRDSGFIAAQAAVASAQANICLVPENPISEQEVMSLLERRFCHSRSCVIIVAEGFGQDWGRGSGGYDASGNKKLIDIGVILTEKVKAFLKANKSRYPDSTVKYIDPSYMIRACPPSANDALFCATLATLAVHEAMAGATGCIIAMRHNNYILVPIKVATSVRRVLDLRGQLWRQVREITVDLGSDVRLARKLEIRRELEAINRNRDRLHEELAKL
#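 Compounds were pin-transferred as a titration series up to 57 uM into substrate buffer (0.5 mM F6P, 0.1 mM ATP, pH 8.0), then 1.25 nM PFK was added and reactions ran 45 min before ADP-Glo detection.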
# BCR signal inh: chronic active BCR signaling inhibition. Potency, µM (top dose mostly 46.1 µM), without a hit: top-dose ratio change, negative = lower green/red ratio, most hits filed as inhibitors. ABC-DLBCL IkBa-CBG/CBR reporter, luminescence ratio, 4 h. hit rate 0.05% among 340,000; active = well fitted inhibition curve with a large enough effect in the signal ratio, with a control signal flat, not every such curve was filed as active; inconclusive = small, poorly fitted or top-dose-only effect, or effect the other way, or a change in a side signal; the % refers to the signal ratio;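 note: potency is the fitted concentration of half-maximal effect; plate controls were basal doxycycline-induced cells for no effect and cells given 10 µM MG132 for full effect; MG132 reads +100%, hits lower the ratio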
#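 TMD8 ABC-DLBCL cells carrying doxycycline-inducible green luciferase fused to IkappaBalpha plus unfused red luciferase were exposed to compounds (up to 46 uM) for 4 hrs at 37C. Activity came from the overlap-corrected green/red luminescence ratio.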
# Eya2 phos inh: Eya2 (human) phosphatase inhibition. O00167. recombinant Eya2, OMFP fluorescence dephosphorylation (OMFP is methylfluorescein phosphate). Potency, µM (highest dose often 76.9 µM), for inactives: at the highest dose activity, negative = inhibition, usual class: inhibitors. hit rate 0.006% among 330,000; note: potency is the fitted concentration of half-maximal effect; % is set by controls: 0 for no effect and ±100 for the full control effect
#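 Eya2 (0.2 uM) preincubated 10 min at ambient with compound, then OMFP substrate added at 50 uM; 10 min reaction in 50 mM HEPES pH 7.5, 50 mM NaCl, 5 uM MgCl2, 0.05% BSA, 1 mM DTT. Fluorescence read at Ex 485/Em 525 nm.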
# Integrin act MD: activators of alpha7 integrin expression for muscular dystrophy | Potency, µM (top dose mostly 38.3 µM), inactives show top-dose activation, actives largely listed as activators | hit rate 0.064% among 350,000 | alpha7betagal myoblasts, beta-gal FDG fluorescence, 48 h | AID 624291;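 note: potency is the fitted concentration of half-maximal effect; 100% = response of the positive control SU9516; nearly all actives have a fitted effect of over 60% in size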
#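 alpha7betagal+/- myoblasts (passage 13, 250/well) treated 48 h at 37C with compounds at 1:260 dilution of DMSO stock. Lysed, then beta-galactosidase activity read as FDG fluorescence (ex 480/em 540) after 30 min, with pre-read for autofluorescence.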
# TCR activator: activators of T cell receptors. Potency, µM (highest dose often 9.22 µM), inactives show at the top dose activation of IL-2 secretion, actives largely listed as activators. AID 504894. 330,000 tested, under 10 active. primary human leukocytes, anti-CD3, IL-2 HTRF, 48 h; note: % of control where 0% means no effect
#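 Readout: HTRF IL-2, Eu-cryptate/d2 antibody pair, 320nm excitation, 665nm emission. Stimulus: a-CD3 beads, no co-stimulation. Cells: primary human leukocytes. Exposure: 48 hr with compound.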
# ELG1 DNA repair: blocks ELG1-dependent DNA repair in HEK293T cells | Potency, µM (doses to about 46.1 µM), inactives show at the highest dose activity change, negative = inhibition, hits mostly inhibitors | AID 504467 | HEK293T ELG1-luciferase reporter, luminescence, 16 h; DNA damage induced by 5-fluorouridine | hit rate 2.3% among 330,000; note: potency is the fitted concentration of half-maximal effect; % is set by controls: 0 for no effect and ±100 for the full control effect; nearly all actives have a fitted effect of over 55% in size
#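 Luminescence from the luciferase reporter, measured 30 min after ONE-Glo reagent at room temperature, was the read-out. Beforehand, 2,000 cells per well were exposed for 16 hr at 37 °C to 5-fluorouridine together with compound or vehicle.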
# Mito fusion act: mitochondrial division inhibition or fusion activation; Potency, µM (series often up to 46.1 µM), without a hit: at the highest dose growth rescue (activation), hits mostly activators; hit rate 0.23% among 320,000; AID 485298; S. cerevisiae fusion-defective mutant growth rescue, CellTiterGlo 48 h;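 note: potency is the fitted concentration of half-maximal effect; % of control where 0% means no effect; nearly all actives have a fitted effect of over 45% in size; temperature-sensitive fusion mutants such as fzo1-1 at 37 °C on non-fermentable ethanol glycerol medium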
#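 Compounds are tested for their ability to restore growth of mitochondrial fusion-defective yeast strains at non-permissive 37C in YPEG medium over 48 hours. Viability is quantified by luciferase luminescence.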
# A-T KAP1 phos: candidate therapy for ataxia-telangiectasia; Potency, µM (titrated, usually from 57.5 µM), for the others: at the top dose activation, usual class: activators; […] A-T fibroblasts, KAP-1 phosphorylation AlphaLISA; neocarzinostatin DNA damage 30 min before lysis; hit rate 0.19% among 320,000; note: potency is the fitted concentration of half-maximal effect; % of control where 0% means no effect; nearly all actives have a fitted effect of over 45% in size
#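 hTERT-immortalized A-T patient fibroblasts ([…]), 500 cells/well in OPTI-MEM, 1% FBS, got compounds for 60 min, then NCS for 30 min at 37C. Lysates were then assayed for phospho-KAP-1 by AlphaLISA (anti-pKAP1 donor, anti-KAP1 acceptor beads), 6 hr at 25C.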
# S-ASM inh: human S-ASM enzyme inhibition. hit rate 0.006% among 340,000. P17405. Potency, µM (highest dose often 57.5 µM), inactives show top-dose activity change, negative = inhibition, actives largely listed as inhibitors. placental ASM, HMU-PC fluorogenic substrate, 60 min. AID 504937; note: potency is the fitted concentration of half-maximal effect
#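 Human placenta-derived ASM preincubated with compound 10 min at room temperature, then reacted with 9 uM (final) fluorogenic HMU-PC substrate for 60 min at 37 C. Stop solution raises pH to 10; fluorescence read at Ex 386/Em 447 nm.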
# * marks the source's active call; other numbers are inactive results; ? = inconclusive; . = not tested or not shown; [ ] = another dose, or the depositor's remark. Unless noted, calls come from the whole dose curve; as a rule, active = well fitted curve in the direction sought with a large enough effect; inconclusive = small, poorly fitted or top-dose-only effect, or another doubt; inactive = no such curve, though single readings can be large; an effect the other way counts as inactive or inconclusive.
SMILES,PTAP TSG101 blk,TSHR antag,Tb PFK block,BCR signal inh,Eya2 phos inh,Integrin act MD,TCR activator,ELG1 DNA repair,Mito fusion act,A-T KAP1 phos,S-ASM inh
COc1ccc(NC(=O)c2cccn(CC=C(C)C)c2=O)cc1,-2%,-7,-5%,?,6%,-8%,6%,-1%,8%,4%,-3%
Cn1c(SCC(=O)NCc2ccco2)nnc1C1CC1,-5%,8,1%,7%,5%,3%,1%,-4%,.,1%,0%
COCCCN(C(=O)Nc1cccc(Cl)c1)C(C)c1ccccn1 (stereo not given),-2%,-8,-10%,?,-3%,10%,7%[46.1 µM],-11%,2%,.,0%
O=C(Sc1ccccc1)c1cccc(Cn2cc(C(F)(F)F)ccc2=O)c1,-6%,-17,2%,?,-5%,7%,5%,4%,0%,30%,-3%
CCCCC(=O)N1CCCC(C)C1 (stereo not given),0%,19,-4%,2%,26%,0%,-2%,15%,6%,-8%,1%
CC(C)(C)C(=O)NCCN1C(=O)S/C(=C\c2ccc([N+](=O)[O-])cc2)C1=O,-2%,-4,0%,?,-4%,-10%,-3%[46.1 µM],-18%,9%,-2%,-3%
COc1ccccc1NC(=O)CSc1nnc(COc2ccccc2C)o1,1%,3,-6%,?,?,-2%,3%,11%,0%,7%,-3%
CC(=O)Oc1cc(C)cc2oc(=O)cc(-c3ccccc3)c12,-2%,1,3%,?,2%,16%,-19%,11%,3%,1%,-1%
COc1cccc(CNC(=O)CCC2CCCN(c3cc(C)nc(N4CCCC4)n3)C2)c1 (stereo not given),0%,35,-3%,12%,10%,-1%,7%,0%,-3%,14%,15%
Cc1cc(C(=O)CSc2nnc(Nc3ccccc3F)s2)c(C)n1CC1CCCO1 (stereo not given),-4%,-13,-3%,0%,-14%[15.4 µM],-4%,6%,?,3%,-12%,-13%
O=C(c1cc(C2CC2)on1)N1CCN(C(c2ccccc2)c2ccccc2)CC1,1%,5,0%,1%,1%,21%,-3%,?,-5%,-10%,-13%
Cc1ccc(C(=O)CC2C(=O)N(c3ccccc3)C(=S)N2c2ccccc2)cc1 (stereo not given),0%,-10,2%,-11%,5%,-24%,0%[46.1 µM],-22%,?,-4%,-9%
CCCCOc1ccccc1C1C(C(N)=O)=C(C)Nc2nnnn21 (stereo not given),-9%,5,0%,-3%,-12%,-27%,-1%,0%,-6%,10%,9%
Cn1cnc2c1c(=O)n(Cc1ccc(F)cc1Cl)c(=O)n2C,-5%,6,-1%,10%,-14%,-7%,0%,17%,4%,-1%,3%
CC(C)OCCCNC(=O)c1ccc(CS(=O)(=O)c2cccc(C(F)(F)F)c2)o1,0%,-9,9%,0%,-3%,?,-1%,0%,-5%,7%,6%

# Looked up above:
# Cn1cnc2c1c(=O)n(Cc1ccc(F)cc1Cl)c(=O)n2C | Eya2 phos inh: -14%
# Cn1c(SCC(=O)NCc2ccco2)nnc1C1CC1 | BCR signal inh: 7%
# COc1ccc(NC(=O)c2cccn(CC=C(C)C)c2=O)cc1 | Tb PFK block: -5%
# CC(C)(C)C(=O)NCCN1C(=O)S/C(=C\c2ccc([N+](=O)[O-])cc2)C1=O | Integrin act MD: -10%
# CC(=O)Oc1cc(C)cc2oc(=O)cc(-c3ccccc3)c12 | ELG1 DNA repair: 11%
# COc1cccc(CNC(=O)CCC2CCCN(c3cc(C)nc(N4CCCC4)n3)C2)c1 (stereo not given) | Integrin act MD: -1%

# Further compounds.
SMILES,PTAP TSG101 blk,TSHR antag,Tb PFK block,BCR signal inh,Eya2 phos inh,Integrin act MD,TCR activator,ELG1 DNA repair,Mito fusion act,A-T KAP1 phos,S-ASM inh
Cc1ccc(N2C(=O)CC(NNC(=O)Cc3ccc(F)cc3)C2=O)cc1Cl (stereo not given),-3%,-26,3%,-2%,0%,?,-4%,-3%,-7%,23%,-3%
O=C(NC(=S)NCc1ccc(F)cc1)c1ccccc1,0%,-2,3%,?,4%,-8%,4%[46.1 µM],12%,.,5%,-7%
Brc1cc2c(cc1COc1ccc(-c3nn[nH]n3)cc1)OCO2,-10%,17,-3%,-6%,-15%,5%,-5%[46.1 µM],?,4%,.,14%
CC(C)c1ccc(C2(C)NC(=O)N(CC(=O)N3CCN(C(=O)c4cccs4)CC3)C2=O)cc1 (stereo not given),-4%,42,?,-2%,-4%,-16%,0%,?,1%,3%,-4%
O=C(COc1ccc(Br)cc1)NNC(=S)NCc1ccccc1,-5%,21,4%,11%,-4%,15%,-27%,-3%,-1%,-1%,-24%
CSCC[C@H](NC(=O)C1CCN(C(=O)[C@H](Cc2ccccc2)NS(=O)(=O)c2ccc(C)cc2)CC1)C(=O)O,1%,0,1%,?,-4%,5%,-1%,-1%,-33%,14%,-3%
COc1ccccc1OCc1cc(C(=O)N(C)CCC2CCCCO2)no1 (stereo not given),-5%,8,0%,?,6%,19%,1%,?,-1%,-11%,2%
CCNC(=O)C(=O)NCC1OCCCN1S(=O)(=O)c1ccc(F)cc1C (stereo not given),-2%,13,-20%,7%,-4%,6%,-6%,-4%,-1%,19%,2%
O=C(Nc1cccc(S(=O)(=O)N2CCOCC2)c1)c1ccc(Cl)nc1,-3%,.,3%,?,-11%,9%,-6%,?,.,27%,1%
CCC(C)(C)NC(=O)CN(Cc1ccc(F)cc1)C(=O)CCC(=O)Nc1ccccn1,-7%,-4,1%,-1%,9%,16%,-55%,0%,-2%,-3%,-2%
COC1(OC)N=C(N)C2(C#N)C(c3ccc(C)cc3)C12C#N (stereo not given),-4%,9,-2%,-9%,?,-3%,0%,-3%,3%,-3%,6%
O=C(NNC(=O)C12CC3CC(CC(C3)C1)C2)c1cnccn1,0%,-5,2%,0%,6%,-3%,-3%[46.1 µM],-18%,-21%,11%,0%
CC1CN(C(=S)Nc2cccc([N+](=O)[O-])c2)CC(C)O1 (stereo not given),0%,-33,0%,3%,1%,13%,1%,-19%,-1%,21%,-3%
O=c1cc(O)c2c(=O)n(-c3ccccc3)c3ccccc3c2o1,-3%,-16,-2%,3%,-10%,5%,-1%,5%,-2%,4%,-4%
Cc1nnc2n(c1=O)C(CS(=O)(=O)c1ccccc1)CS2 (stereo not given),-6%,-1,-1%,7%,2%[15.4 µM],13%,-1%,0%,0%,1%,-1%
CC1CCCC(C)N1CCNC(=O)Cn1nc(-c2ccccc2)ccc1=O (stereo not given),-4%,5,0%,-1%,12%,4%,-8%,-11%,-2%,-5%,1%
O=C(N/N=C/c1ccc(N2CCCC2)c([N+](=O)[O-])c1)c1cccnc1,-5%,-1,-4%,?,4%,15%,-1%,0%,8%,-9%,-9%
O=C(O)C1CCC(Cn2c(SCc3cc(=O)n4cc(Br)ccc4n3)nc3ccsc3c2=O)CC1 (stereo not given),-6%,6,4%,2%,-7%,2%,3%,-1%,-2%,4%,0%
O=[N+]([O-])c1cc(Cl)c(O)c2ncccc12,-6%,12,-1%,?,-15%,-66%[inhibitor],10%,?,14%,-5%,-2%
COC(=O)c1ccc(C2/C(=C(\O)c3cccc(OC)c3)C(=O)C(=O)N2CCCN2CCOCC2)cc1 (stereo not given),1%,0,5%,-7%,-3%,22%,-3%[46.1 µM],4%,-3%,-1%,3%

# 3 structures from above, arranged by formula weight, low to high.
SMILES,PTAP TSG101 blk,TSHR antag,Tb PFK block,BCR signal inh,Eya2 phos inh,Integrin act MD,TCR activator,ELG1 DNA repair,Mito fusion act,A-T KAP1 phos,S-ASM inh
O=[N+]([O-])c1cc(Cl)c(O)c2ncccc12,-6%,12,-1%,?,-15%,-66%[inhibitor],10%,?,14%,-5%,-2%
CC1CCCC(C)N1CCNC(=O)Cn1nc(-c2ccccc2)ccc1=O (stereo not given),-4%,5,0%,-1%,12%,4%,-8%,-11%,-2%,-5%,1%
COC(=O)c1ccc(C2/C(=C(\O)c3cccc(OC)c3)C(=O)C(=O)N2CCCN2CCOCC2)cc1 (stereo not given),1%,0,5%,-7%,-3%,22%,-3%[46.1 µM],4%,-3%,-1%,3%

# The order is random. About 3.2% of those tested had a hit in this group.
